Growth percent in the NCI-60 one-dose screen (48 h, 10 µM unless noted): 100 = growth as untreated, 0 = no growth, -100 = all killed.
RPMI-8226: RPMI-8226 leukemia cells; 7.5% of 77,000 active; AID 1794781
MDA-MB-468: MDA-MB-468 breast cancer; AID 2202374; 8.5% of 78,000 active
MDA-MB-231: MDA-MB-231 breast cancer; 5% of 81,000 active
CCRF-CEM: CCRF-CEM leukemia | 7% of 77,000 active | AID 1794778
MDA-MB-435: MDA-MB-435 melanoma; 7.8% of 82,000 active; AID 1794794
An asterisk follows results filed as active; / = no result given. The calls were made as follows: active = growth percent below 10; inactive = the rest. Some of the compounds tested; count on the stated rates, not on these rows.

SMILES	RPMI-8226	MDA-MB-468	MDA-MB-231	CCRF-CEM	MDA-MB-435
CN1C(=O)[C@H]2c3c(cccc31)[C@H]1C(=O)[C@H](CCC1(C)C)C2(C)C	/	/	99.4	89.3	111.9
CN1C(=O)[C@H]2c3c(cccc31)[C@H]1[C@@H](O)[C@H](CCC1(C)C)C2(C)C	/	/	97.4	101.5	104.5
Cc1ccc2c(c1)c(=O)n(-c1ccccc1)c1nncn21	/	108.0	99.6	98.1	/
CCC(C)[C@@H]1NC(=O)[C@@H]2CCCN2C(=O)[C@H](Cc2cc3ccccc3[nH]2)NC(=O)[C@@H]2CCCN2C(=O)[C@H](C(C)C)NC(=O)[C@H](Cc2ccccc2)NC(=O)[C@H](CO)NC1=O (some centres not stated)	116.1	104.4	/	/	104.4
Cc1ccc(NC(=O)CSc2nc3ccccc3c(=O)n2CCc2ccccc2)c(C(=O)O)c1	/	109.6	90.6	/	97.3
COc1ccc(C2C=C(C(=O)O)Nc3nc(SC)n(C)c(=O)c32)cc1 (configuration not stated)	/	126.7	93.7	/	99.7
Cc1cc(C)n(C(=O)c2cnn(-c3ccc(S(N)(=O)=O)cc3)c2N)n1	/	96.8	108.7	/	93.7
O=C(CSc1nc2ccccc2c(=O)n1CCc1ccccc1)Nc1ccc(Cl)cc1C(=O)O	/	105.8	98.4	/	102.8
O=C(O)CCC(CC(=O)O)C(=O)O (configuration not stated)	/	140.2	97.5	/	110.2
N#CC(c1ccc(Cl)cc1)c1cccc(Cl)n1 (configuration not stated)	/	101.2	97.2	/	101.1
N#C/C(=C\c1cccc(C#N)c1)c1ccccc1	/	105.6	102.4	/	100.4
O=C(CSc1nc2ccccc2c(=O)n1CCc1ccccc1)c1ccc(F)cc1	/	102.5	77.9	/	97.2
Cc1nn(-c2ccccc2)c2nc(Cl)c(/C=C/C(=O)c3ccccc3)c(-c3ccc(Br)cc3)c12	/	108.7	111.5	/	104.2
N#Cc1ccccc1-c1ccc(CN2CCN(c3nsc4ccccc34)CC2)cc1	/	57.3	99.2	/	88.9
O=S(=O)(Cc1ccc(Cl)cc1)Cc1ccc(Cl)cc1	/	108.6	101.0	/	86.1
Cc1cc(CC(=O)NCCO)n(CCO)c(=O)c1	/	113.0	108.8	/	106.8
O=C1CSC(c2ccccc2)Nc2n[nH]c(-c3ccccc3)c21 (configuration not stated)	/	94.0	106.2	/	100.3
Nc1cc(-c2ccc(Cl)cc2)nn1-c1nc2ccccc2nc1Cc1ccccc1	/	75.7	75.1	/	86.8
O=C(CSc1nc2ccccc2c(=O)n1CCc1ccccc1)Nc1ccc(Cl)cc1	/	64.5	63.2	/	95.1

Looked up above:
`CN1C(=O)[C@H]2c3c(cccc31)[C@H]1C(=O)[C@H](CCC1(C)C)C2(C)C` – MDA-MB-231: 99.4
`Cc1cc(C)n(C(=O)c2cnn(-c3ccc(S(N)(=O)=O)cc3)c2N)n1` – MDA-MB-231: 108.7

Full records, looked up by structure. Values in the order: RPMI-8226, MDA-MB-468, MDA-MB-231, CCRF-CEM, MDA-MB-435
Results for N#Cc1ccccc1-c1ccc(CN2CCN(c3nsc4ccccc34)CC2)cc1 : /, 57.3, 99.2, /, 88.9
Results for Nc1cc(-c2ccc(Cl)cc2)nn1-c1nc2ccccc2nc1Cc1ccccc1 : /, 75.7, 75.1, /, 86.8
Results for Cc1ccc2c(c1)c(=O)n(-c1ccccc1)c1nncn21 : /, 108.0, 99.6, 98.1, /

Ordered by count of non-hydrogen atoms (rising): 3 of the compounds above.
SMILES	RPMI-8226	MDA-MB-468	MDA-MB-231	CCRF-CEM	MDA-MB-435
O=C1CSC(c2ccccc2)Nc2n[nH]c(-c3ccccc3)c21 (configuration not stated)	/	94.0	106.2	/	100.3
Cc1cc(C)n(C(=O)c2cnn(-c3ccc(S(N)(=O)=O)cc3)c2N)n1	/	96.8	108.7	/	93.7
Cc1ccc(NC(=O)CSc2nc3ccccc3c(=O)n2CCc2ccccc2)c(C(=O)O)c1	/	109.6	90.6	/	97.3

In the list so far, 2 have an NH in an aromatic ring.
SMILES	RPMI-8226	MDA-MB-468	MDA-MB-231	CCRF-CEM	MDA-MB-435
CCC(C)[C@@H]1NC(=O)[C@@H]2CCCN2C(=O)[C@H](Cc2cc3ccccc3[nH]2)NC(=O)[C@@H]2CCCN2C(=O)[C@H](C(C)C)NC(=O)[C@H](Cc2ccccc2)NC(=O)[C@H](CO)NC1=O (some centres not stated)	116.1	104.4	/	/	104.4
O=C1CSC(c2ccccc2)Nc2n[nH]c(-c3ccccc3)c21 (configuration not stated)	/	94.0	106.2	/	100.3
